High-throughput results: PubChem, National Center for Advancing Translational Sciences (NCATS)
B2AR arrestin: qHTS assay of beta-arrestin-biased ligands of beta2-adrenergic receptor | beta-arrestin recruitment to beta2AR, cell-based reporter | Potency, µM (series often up to 46.1 µM), for the others: top-dose activation, usual class: activators | 0.02% of 330,000 active | AID 492947, 2010;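 note: potency is the fitted concentration of half-maximal effect; 0% = DMSO controls and full agonism = EC100 isoproterenol or metaproterenol; nearly all actives have a fitted effect of over 65% in size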
USP2a block: qHTS Assay for Inhibitors of Ubiquitin-specific Protease USP2a Using CHOP2 as the Reporter. USP2 core, Ub-CHOP2 coupled fluorogenic reporter, 485/531. Potency, µM (titrated, usually from 38.3 µM), for the others: at the highest dose activity change, negative = inhibition, most hits filed as inhibitors. Ubiquitin carboxyl-terminal hydrolase 2 (Homo sapiens), O75604. 0.01% of 330,000 active;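 note: potency is the fitted concentration of half-maximal effect; plate controls were DMSO wells for no effect and full inhibition by NEM control for full effect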
Target sequence (O75604 whole entry, looked up): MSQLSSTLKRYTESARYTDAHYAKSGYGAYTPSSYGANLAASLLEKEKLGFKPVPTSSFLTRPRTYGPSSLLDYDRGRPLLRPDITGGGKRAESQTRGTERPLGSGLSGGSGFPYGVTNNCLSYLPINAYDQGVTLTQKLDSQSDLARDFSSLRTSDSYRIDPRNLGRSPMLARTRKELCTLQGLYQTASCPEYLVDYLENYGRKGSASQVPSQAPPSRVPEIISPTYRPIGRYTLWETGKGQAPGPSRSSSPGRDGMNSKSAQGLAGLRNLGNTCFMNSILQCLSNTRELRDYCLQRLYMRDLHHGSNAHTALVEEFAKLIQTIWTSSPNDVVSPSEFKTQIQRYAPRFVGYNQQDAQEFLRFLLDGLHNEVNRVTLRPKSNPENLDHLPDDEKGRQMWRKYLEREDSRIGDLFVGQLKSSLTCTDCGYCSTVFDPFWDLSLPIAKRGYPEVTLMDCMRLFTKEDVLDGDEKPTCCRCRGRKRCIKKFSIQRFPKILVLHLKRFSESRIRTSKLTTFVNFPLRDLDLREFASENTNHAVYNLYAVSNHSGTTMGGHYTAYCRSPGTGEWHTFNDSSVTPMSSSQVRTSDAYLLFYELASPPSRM
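Deubiquitinase activity read as fluorescence (485/531 nm) after Ub-CHOP2 cleavage activates the enterokinase reporter on its substrate; USP2 core 10nM, Ub-CHOP2 and substrate 25nM each, 30min compound preincubation then 60min RT; data normalized to NEM, curves fitted.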
S-ASM inh: Inhibitors of Secretory Acid Sphingomyelinase (S-ASM): qHTS | Sphingomyelin phosphodiesterase (Homo sapiens), P17405 | placental ASM, HMU-PC fluorogenic substrate, 60 min | Potency, µM (top dose mostly 57.5 µM), for the others: at the top dose activity change, negative = inhibition, actives largely listed as inhibitors | 0.006% of 340,000 active | AID 504937, 2011; note: potency is the fitted concentration of half-maximal effect
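Human placenta-derived ASM enzyme was preincubated with compound for 10 minutes at room temperature, then given fluorogenic substrate HMU-PC0 (9 uM final) for 60 minutes at 37 °C; a pH 10 stop preceded fluorescence reading at Ex 386/Em 447 nm.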
uPA surface inh: qHTS for Inhibitors of Cell Surface uPA Generation | 0.31% of 330,000 active | Potency, µM (doses to about 38.3 µM), for the others: top-dose activity change, negative = inhibition, hits mostly inhibitors | AID 540303, 2011 | cell surface uPA generation assay, qHTS; active = well fitted inhibition curve with a large enough effect; inconclusive = small, poorly fitted or top-dose-only effect; inactive = no such curve, though single readings can be large or run the other way; tested in mouse RAW 264.7 cells; note: potency is the fitted concentration of half-maximal effect; % is set by controls: 0 for no effect and ±100 for the full control effect; nearly all actives have a fitted effect of over 55% in size
ELG1 genotox: qHTS screen for small molecules that induce genotoxicity in human embryonic kidney (HEK293T) cells expressing luciferase-tagged ELG1; AID 504466, 2011; HEK293T ELG1-luciferase reporter, luminescence, 16 h; Potency, µM (top dose mostly 46 µM), for the others: at the top dose activity change, positive = activation, usual class: activators; 1.3% of 330,000 active; note: potency is the fitted concentration of half-maximal effect; % of control where 0% means no effect; nearly all actives have a fitted effect of over 60% in size
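ELG1-luciferase HEK293T cells, 2,000/well; compound pinned in; 16 hr, 37 °C, 5% CO2; ONE-Glo, 30 min RT; luminescence on CCD imager.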
BRCA1 expr up: qHTS Assay to Identify Small Molecule Activators of BRCA1 Expression | 1.1% of 380,000 active | MCF7-BRCA1-FFLuc reporter, luminescence, 48 h; response scale: scaled: vehicle 0%, 10 µM genistein 100% | Potency, µM (highest dose often 46.1 µM), for inactives: at the highest dose activation, hits mostly activators; note: potency is the fitted concentration of half-maximal effect; nearly all actives have a fitted effect of over 80% in size; some results filed as inactive show a strong effect at the top dose
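Quantitative HTS in MCF7 cells stably reporting BRCA1 expression via firefly luciferase. Compound treatment lasts 48 h at 37 °C in phenol-red free MEM. Activation is expressed relative to genistein at 10 microM and DMSO.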
Eya2 phos inh: qHTS Assay for Inhibitors of the Phosphatase Activity of Eya2 | 0.006% of 330,000 active | Potency, µM (series often up to 76.9 µM), inactives show at the highest dose activity, negative = inhibition, most hits filed as inhibitors | Protein phosphatase EYA2 (Homo sapiens), O00167 | recombinant Eya2, OMFP fluorescence dephosphorylation (OMFP is methylfluorescein phosphate); note: potency is the fitted concentration of half-maximal effect; % is set by controls: 0 for no effect and ±100 for the full control effect
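Eya2 (0.2 uM) preincubated 10 min at ambient with compound, then OMFP substrate added at 50 uM; 10 min reaction in 50 mM HEPES pH 7.5, 50 mM NaCl, 5 uM MgCl2, 0.05% BSA, 1 mM DTT. Fluorescence read at Ex 485/Em 525 nm.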
TSG101-PTAP inh: qHTS Assay for Iinhibitors of HIV-1 Budding by Blocking the Interaction of PTAP/TSG101 | Tumor susceptibility gene 101 protein (Homo sapiens), Q99816 | Fluorescence polarization, FITC-PTAP peptide / Tsg101 binding | Potency, µM (doses to about 115 µM), without a hit: top-dose activity change, negative = inhibition, most hits filed as inhibitors | 340,000 tested, under 10 active; active = well fitted inhibition curve with a large enough effect in the main read-out, with a control signal flat, not every such curve was filed as active; inconclusive = small, poorly fitted or top-dose-only effect, or effect the other way, or a change in a side signal; inactive = no such curve, though single readings can be large or run the other way; note: potency is the fitted concentration of half-maximal effect; % of control where 0% means no effect
Target sequence (Q99816 whole entry, looked up): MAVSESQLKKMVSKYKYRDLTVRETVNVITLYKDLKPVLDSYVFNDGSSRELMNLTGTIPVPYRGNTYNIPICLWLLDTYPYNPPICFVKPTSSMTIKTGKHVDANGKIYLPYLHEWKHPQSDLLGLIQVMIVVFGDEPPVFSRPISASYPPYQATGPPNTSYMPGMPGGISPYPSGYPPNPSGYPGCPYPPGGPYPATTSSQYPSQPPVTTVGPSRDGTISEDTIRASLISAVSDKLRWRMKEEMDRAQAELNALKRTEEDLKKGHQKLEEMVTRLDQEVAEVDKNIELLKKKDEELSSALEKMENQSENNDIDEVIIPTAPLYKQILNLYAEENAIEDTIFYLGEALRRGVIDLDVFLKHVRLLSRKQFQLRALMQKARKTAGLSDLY
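Fluorescence polarization binding of Tsg101 binding domain (10 uM final) to FITC-labeled PTAP peptide (50 nM final) in HEPES pH 7.5 buffer with NaCl, Tween 20, EDTA, TCEP. Compounds added before peptide; binding 20 min at RT.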
TRPV1 ag: HTS Assay for Compounds that Act as Agonists of the Vanilloid Receptor 1; 0.19% of 320,000 active; TRPV1-expressing cells, Fluo-8 calcium influx, agonist mode; Transient receptor potential cation channel subfamily V member 1 (Homo sapiens), Q8NER1; activation, % at 8.33 µM; in the data active = activation above about 80%; inconclusive = between about 30% and that limit; note: 0% is about no effect
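Cells expressing TRPV1 were dye-loaded with Fluo-8 and read kinetically: 10 s baseline, 3 min after compound (agonist portion), then 2 min after EC20 capsaicin (allosteric enhancer portion). Calcium-bound dye fluorescence at 480/520 nm.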
a7 integrin act: qHTS for Activators of Integrin-Mediated Alleviation for Muscular Dystrophy | Potency, µM (titrated, usually from 38.3 µM), inactives show at the top dose activation, hits mostly activators | AID 624291, 2012 | alpha7betagal myoblasts, beta-gal FDG fluorescence, 48 h | 0.064% of 350,000 active;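 note: potency is the fitted concentration of half-maximal effect; 100% = response of the positive control SU9516; nearly all actives have a fitted effect of over 60% in size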
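alpha7betagal+/- myoblasts (passage 13, 250/well) treated 48 h at 37C with compounds at 1:260 dilution of DMSO stock. Lysed, then beta-galactosidase activity read as FDG fluorescence (ex 480/em 540) after 30 min, with pre-read for autofluorescence.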
p53 reactivation: qHTS assay for re-activators of p53 using a Luc reporter. H1299 p53-A138V BP100-luciferase reporter, luminescence, 24 h. Potency, µM (highest dose often 92.2 µM), inactives show top-dose activity change, positive = activation, hits mostly activators. 0.063% of 320,000 active. AID 504706, 2011; note: potency is the fitted concentration of half-maximal effect; % of control where 0% means no effect; nearly all actives have a fitted effect of over 45% in size
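p53-null H1299 cells stably carrying temperature-sensitive p53-A138V and a BP100-luciferase reporter were pinned with compounds (4-point, 1:5 series) and held 24 hrs at 37 deg C. Luminescence was read 10 min after detection reagent.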
The depositor's hits bear a star; ? = inconclusive; nt = not tested or not shown; & = joins results of further samples; [ ] = dose if it differs, or a comment. Unless noted, calls come from the whole dose curve; as a rule, active = well fitted curve in the direction sought with a large enough effect; inconclusive = small, poorly fitted or top-dose-only effect, or another doubt; inactive = no such curve, though single readings can be large; an effect the other way counts as inactive or inconclusive.

SMILES | B2AR arrestin | USP2a block | S-ASM inh | uPA surface inh | ELG1 genotox | BRCA1 expr up | Eya2 phos inh | TSG101-PTAP inh | TRPV1 ag | a7 integrin act | p53 reactivation
CCOC(=O)C1=C(C)NC2=C(C(=O)C(C(=O)OCC)C(c3ccc(OC)cc3)C2)C1c1ccccn1 (centres undefined) | -0.5% | 3% | nt | -1% | 2% | -13% | -13% | 0% | -4 | 0% | -8%
CCCNC(=O)Cc1c(C)oc2ccccc12 | -0.7% | 0% | -2% | -1% | -6% | -14% | -6% | -7% | -5 | -14% | -6%
CCN1CCN(C(c2cccs2)C(C)NC(=O)c2ccco2)CC1 (centres undefined) | 0.1% | 0% | 3% | nt | 3% | -41% | 3% | -2% | 0 | -32%[inhibitor] | -7%
CC1(NC(=O)Cc2csc(-c3cccc(Cl)c3)n2)CCS(=O)(=O)C1 (centres undefined) | 0.1% | 3% | 1% | 10% | 1% | -3% | 10% | -3% | 1 | -20% | 7%
OC(COc1ccc2c(c1)OCO2)CN1CCCCC1 (centres undefined) | 0.2% | 3% | 5% | -1% | -4% | -1% | 2% | -5% | -2 | 4% | 0%
O=S(=O)(c1ccc(Cl)s1)N1CCCCC1 | -0.1% | 1% | 0% | -1% | 0% | 13% | -3% | -4% | 3 | -24% | -3%
CC1CCCCC1NC(=O)COC(=O)C12CC3CC(CC(Cl)(C3)C1)C2 (centres undefined) | 0.2% | 3% | -2% | -3% | -4% | -18% | -3% | -2% | ? | -8% | 0%
O=C(COC(=O)Cc1ccccc1F)Nc1cccc(S(=O)(=O)NC2=NCCCCC2)c1 | 0.3% | 4% | 1% | nt | 2% | -1% | -7% | 0% | -2 | ? | 0%
COc1cccc(NC(=O)CCCn2nc(C)c3c(C)n(-c4ccccc4)nc3c2=O)c1 | -0.3% | 2% | 0% | -4% | -1% | -2% | -3% | -6% | 4 | -3% | 11%
CS(=O)(=O)NCCCNc1c(Cl)cccc1[N+](=O)[O-] | 0.3% | -1% | -4% | 2% | 1% | 5% | -12% | 0% | 1 | -10% | -3%

Reformatted with values under each structure: part of the list above.
Results follow in this order: B2AR arrestin | USP2a block | S-ASM inh | uPA surface inh | ELG1 genotox | BRCA1 expr up | Eya2 phos inh | TSG101-PTAP inh | TRPV1 ag | a7 integrin act | p53 reactivation
CCOC(=O)C1=C(C)NC2=C(C(=O)C(C(=O)OCC)C(c3ccc(OC)cc3)C2)C1c1ccccn1 (centres undefined)
 : -0.5% | 3% | nt | -1% | 2% | -13% | -13% | 0% | -4 | 0% | -8%
CCCNC(=O)Cc1c(C)oc2ccccc12
 : -0.7% | 0% | -2% | -1% | -6% | -14% | -6% | -7% | -5 | -14% | -6%
CCN1CCN(C(c2cccs2)C(C)NC(=O)c2ccco2)CC1 (centres undefined)
 : 0.1% | 0% | 3% | nt | 3% | -41% | 3% | -2% | 0 | -32%[inhibitor] | -7%
CC1(NC(=O)Cc2csc(-c3cccc(Cl)c3)n2)CCS(=O)(=O)C1 (centres undefined)
 : 0.1% | 3% | 1% | 10% | 1% | -3% | 10% | -3% | 1 | -20% | 7%
OC(COc1ccc2c(c1)OCO2)CN1CCCCC1 (centres undefined)
 : 0.2% | 3% | 5% | -1% | -4% | -1% | 2% | -5% | -2 | 4% | 0%
O=S(=O)(c1ccc(Cl)s1)N1CCCCC1
 : -0.1% | 1% | 0% | -1% | 0% | 13% | -3% | -4% | 3 | -24% | -3%

Following part:
SMILES | B2AR arrestin | USP2a block | S-ASM inh | uPA surface inh | ELG1 genotox | BRCA1 expr up | Eya2 phos inh | TSG101-PTAP inh | TRPV1 ag | a7 integrin act | p53 reactivation
S=C(NCc1cccnc1)Nc1ccc(Oc2ccc(Cl)cc2)cc1 | -0.8% | -1% | -3% | -4% | -11% | -61% | 1% | -5% | nt | -1% | -3%
CC(C)OP(=O)(OC(C)C)C(Nc1cccc(C(=O)O)c1)c1ccccc1 (centres undefined) | -0.8% | -1% | 1% | 2% | -3% | -2% | 0% | -7% | nt | 5% | 3%
O=C1/C(=C/c2ccco2)SC(=S)N1CCC(=O)N1CCCCC1CCO (centres undefined) | -0.6% | 1% | -2% | -8% | 1% | -48% | -5% | -4% | -1 | -33% | ?
Cc1ccccc1C(=O)Nc1cccc(NC(=O)c2ccc(-c3ccc(Br)cc3)o2)c1 | -0.6% | 1% | -11% | 2% | 0% | -31% | -18% | -8% | -2 | -14% | 5%
CCCCOc1ccc(/C=C/C(=O)Nc2ccc(C(N)=O)cc2)cc1 | -0.4% | -1% | 0% | 0% | 2% | 19% | -6% | -2% | ? | 10% | -5%
CCC(C)(C)NC(=O)C(c1cccn1C)N(C(=O)Cn1nnc2ccccc21)c1ccc(OC)cc1OC (centres undefined) | -0.2% | 3% | -1% | 1% | -1% | -3% | -9% | -4% | 24 | 6% | 3%
O=C1OCCC1Sc1nc2ccccc2c(=O)n1Cc1ccccc1 (centres undefined) | 0.3% | 2% | -2% | 2% | 0% | -24% | 5% | -2% | 12 | 2% | 2%
CN(C)C(=O)c1cc(C(=O)c2c(F)cccc2F)c[nH]1 | -0.5% | -5% | 0% | 1% | 0% | 18% | 8% | -1% | 1 | 44% | -1%
CN(C)C(=O)C(=O)c1cccn1-c1ccccc1C#N | -0.1% | 4% | 3% | 2% | -1% | 0% | 3% | -2% | 1 | -4% | 3%
COc1ccc(CNc2nc(-c3cccnc3)nn2C(=O)C(C)C)cc1 | -0.3% | 1% | -1% | -6% | -6% | 8% | -4% | -6% | 2 | -14% | 0%
CN(C)c1ccc(CNn2cnnc2SCC(=O)NC(C)(C)C)cc1 | 0.1% | 0% | 6% | -2% | -1% | 0% | 4% | 1% | -2 | 2% | -3%
CCN(CC)c1ccc(/C=N/n2c(=S)[nH]nc(C)c2=O)cc1 | -0.7% | -1% | 0% | 1% | -1% | 33% | -25% | -6% | -3 | 4% | -2%
O=C(CN1CCOCC1)NN1CC(=O)N(c2ccc(Cl)cc2)CC1=O | -0.2% | 4% | 2% | 1% | -2% | 2% | -5% | 1% | 0 | 32% | 1%
NC(=O)C1CCN(C(=O)c2ccc3ccccc3c2)CC1 | -0.2% | 1% | 2% | 0% | 8% | 86% | -3% | 0% | -2 | 17% | 14%
O=S(=O)(Cc1cc(Sc2ccccc2)nc(-c2ccccc2)n1)c1ccccc1 | -0.7% | 0% | -3% | -1% | -1% | -37% | ? | 0% | ? | -4% | 5%
CN1CCN(C(=O)CN(CCc2ccccc2)S(C)(=O)=O)CC1 | -0.2% | 2% | 0% | 5% | 8% | -4% | -9% | -6% | -3 | -18% | -2%
Cc1ccc(C(=O)NC2CC(C)(C)NC(C)(C)C2)cc1 | 0.2% | 1% | 4% | -1% | -3% | -17% | -2% | -6% | -1 | 1% | 12%
c1ccc(-c2ccccn2)nc1 | -1.7% | 1% | 2% | -1% | -1% | -14% | -4%&0% | -7% | 1 | nt | 5%
CCn1c(=O)cc(OCC(=O)Nc2nc(C)cs2)c2ccccc21 | -0.3% | 0% | 0% | 11% | 12% | -49% | 11% | -4% | -1 | -6% | -2%
CC(=O)Nc1ccc(NC(=O)C(C)OC(=O)CNS(=O)(=O)c2ccc(Br)cc2Cl)cc1 (centres undefined) | -0.1% | 3% | -2% | -5% | 10% | 19% | -18% | 0% | -4 | ? | -6%
O=C(NCCCNC(=O)c1cncc(O)c1)c1cncc(O)c1 | -1.0% | 0% | 4% | 1% | -1% | 12% | 12% | 0% | -11 | 3% | -4%
O=C(CCN1C(=O)/C(=C/c2cccc(Br)c2)SC1=S)NNC(=O)c1cccnc1 | -0.1% | 1% | -1% | -10% | 1% | 3% | -7% | nt | 1 | -6% | -2%
